Screens deposited in PubChem by National Center for Advancing Translational Sciences (NCATS).
FEN1 inh = inhibitors of human flap endonuclease 1; actives 0.35% (n = 390,000); P39748; Recombinant FEN1 flap cleavage, fluorescence, 15 min; AID 588795; Potency, µM (titrated, usually from 114 µM), for the others: top-dose activity change, negative = inhibition, actives largely listed as inhibitors; further: nearly all actives have a fitted effect of over 65% in size
Target sequence (P39748 whole entry, looked up): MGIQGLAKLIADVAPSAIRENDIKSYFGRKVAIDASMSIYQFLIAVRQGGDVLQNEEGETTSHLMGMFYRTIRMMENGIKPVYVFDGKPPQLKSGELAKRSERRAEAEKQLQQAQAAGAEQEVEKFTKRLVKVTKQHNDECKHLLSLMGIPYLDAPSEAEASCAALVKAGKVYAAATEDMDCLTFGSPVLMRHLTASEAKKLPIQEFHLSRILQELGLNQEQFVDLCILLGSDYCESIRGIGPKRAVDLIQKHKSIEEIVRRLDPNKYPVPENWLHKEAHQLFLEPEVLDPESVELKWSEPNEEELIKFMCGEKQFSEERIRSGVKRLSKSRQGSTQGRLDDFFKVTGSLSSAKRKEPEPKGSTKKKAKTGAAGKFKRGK
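With each library titrated from low to high concentration, compounds met 10 nM FEN1 for 15 min at room temperature before 50 nM substrate was added; readings at 0 and 15 min fed four-parameter Hill curve fits.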
KAT2A inh = inhibitors of human GCN5L2 histone acetyltransferase; AID 504327; Potency, µM (top dose mostly 58.9 µM), for the others: top-dose activity change, negative = inhibition, most hits filed as inhibitors; actives 0.21% (n = 390,000); GCN5L2 HAT assay, ThioGlo1 CoA-SH fluorescence
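Enzyme at 20nM final was mixed with library compounds for 15 min at room temperature. Peptide H3(1-25) at 75uM, acetyl-CoA at 70uM and ThioGlo1 at 50uM were then added. Plates were read immediately and after 20 min (Ex340nm/Em540nm).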
TDP1 cell CPT = growth inhibition of DT40 Tdp1-/-;hTDP1 cells with camptothecin (screen for TDP1 inhibitors). chicken DT40 Tdp1-/-;hTDP1 cells + 20 nM CPT, ATP luminescence, 48 h. AID 686979. actives 12% (n = 420,000). Potency, µM (highest dose often 46.2 µM), without a hit: at the highest dose activity change, negative = growth inhibition, hits mostly inhibitors; further: nearly all actives have a fitted effect of over 55% in size
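Chicken DT40 Tdp1-/- cells complemented with human TDP1, 400 cells/well, exposed to compounds plus 20 nM camptothecin for at least 48 h at 37 C; viability read as ATP content by CellTiter-Glo luminescence.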
An asterisk follows results filed as active; ? = inconclusive; · = not tested or not shown; [ ] = another dose, or the depositor's remark. The call rests on the fitted dose curve; in most records, active means well fitted curve in the direction sought with a large enough effect; inconclusive means small, poorly fitted or top-dose-only effect, or another doubt; inactive means no such curve, though single readings can be large; an effect the other way counts as inactive or inconclusive. On the % scale 0 is the no-effect control and ±100 the full control effect; potency means the concentration at half of the fitted maximal effect.

SMILES | FEN1 inh | KAT2A inh | TDP1 cell CPT
CC(=O)NCCNc1nc(-c2ccccc2Cl)nc2ccccc12 | · | 1% | ?
Clc1ccc(Oc2ccccc2)c2ncccc12 | -19% | -1% | -11%
CC(NC(=O)/C(=C/c1ccc(OC(F)F)cc1)c1ccccc1)c1ccccc1 (configuration not stated) | -9% | -9% | -28%
O=C(O)c1cccnc1C(=O)N1CCc2c([nH]c3ccccc23)C1C(F)(F)F (configuration not stated) | 0% | 0% | 12%
O=C(Nc1cccc(-c2cccc(F)c2)c1)C1CCN(C2CCC2)CC1 | -1% | -3% | ?
COc1ccc(Nc2ccc(S(=O)(=O)N3CCCCCC3)cc2[N+](=O)[O-])cc1 | -7% | 21% | ?
CCCc1nnc(NC(=O)c2ccc([N+](=O)[O-])cc2)s1 | -1% | 2% | -6%
CCCOC(=O)c1cccc(NC(=O)c2c(-c3ccccc3Cl)noc2C)c1 | ? | -6% | 7.3µM*
O=C(NCc1nc(-c2ccc(Cl)cc2)no1)c1ccco1 | -6% | -5% | -5%
O=C(c1ccco1)N1CCN(Cc2cc(=O)c(OCc3c(F)cccc3Cl)co2)CC1 | -1% | -1% | -19%
O=C(COc1ccc(Cl)cc1)Nc1ncc([N+](=O)[O-])s1 | 6% | -14% | 26µM*
O=C(c1cc(C2CC2)nn1-c1ccccc1)N1CCN(c2ccc(O)cc2)CC1 | -1% | 1% | ?
CCC(=O)Nc1nnc(/C=C/c2ccccc2)s1 | -1% | -3% | -20%
CCOC(=O)c1ccc(NC(=O)CNNC(=O)COc2ccccc2C)cc1 | -19% | -8% | -27%
Cc1oc2cc(O)ccc2c(=O)c1Oc1ccc(F)cc1 | -7% | 8% | 0%
COC(=O)c1cc(C(=O)N2CCOCC2)cc([N+](=O)[O-])c1 | 3% | 2% | -3%
Cc1ccc(NC(=O)C(=O)c2c(-c3ccccc3)cc3ccccn23)cc1S(=O)(=O)N1CCOCC1 | -18% | -9% | ?
CN(C(=O)c1ccc(S(=O)(=O)c2cccc(Cl)c2)c([N+](=O)[O-])c1)C1CCCCC1 | -4% | -4% | 3.7µM*
COC(=O)Nc1cc([N+](=O)[O-])ccc1OC | -13% | 2% | -4%
O=C(Nc1ccnc(=O)[nH]1)c1sc2ccccc2c1Cl | 3% | 1% | 15µM*
CCOC(=O)CN1C(=O)C(Sc2n[nH]c(-c3ccc(O)cc3)n2)CCc2ccccc21 (configuration not stated) | -5% | -5% | ?
CC(=O)c1ccc(Sc2ccccc2)c([N+](=O)[O-])c1 | -18% | -4% | 18%
CCCCN(Cc1ccccc1)S(=O)(=O)c1cc(Br)cc2c1N(C(=O)C1CC1)CC2 | -22% | -4% | 9.2µM*
O=C(CCc1nnc2n(Cc3ccccc3Cl)c(=O)c3ccccc3n12)Nc1ccc(F)cc1 | -10% | 1% | 5.8µM*
CN(CC(O)COCc1cccs1)C1CCCCC1 (configuration not stated) | 0% | -4% | -21%
(listing goes on)
SMILES | FEN1 inh | KAT2A inh | TDP1 cell CPT
CCCCc1nc2cc(C(=O)NC(C)c3cnn(C)c3)ccc2o1 (configuration not stated) | -3% | -3% | -6%
CC(=O)Nc1ccc(S(=O)(=O)NCC(=O)OCC(=O)NC(=O)c2cccn2C)cc1 | 0% | -11% | 0%
CCCS(=O)(=O)N1CCCC(C(=O)NCc2ccc(C)cc2)C1 (configuration not stated) | 4% | -4% | 4%
Cc1csc(NC(=O)CSc2nnc(-c3ccncc3)o2)n1 | -5% | -17% | ?
CCc1ccc(-c2cc(C)no2)cc1S(=O)(=O)N1CCN(c2cccc(Cl)c2)CC1 | 5% | 0% | 1µM*
CCOC(=O)c1sc(NN=C(C(=O)OC)C(=O)OC)c(C(=O)OCC)c1C | -12% | ? | ?
O=[N+]([O-])c1c(Nc2ccc(O)cc2)cc(N2CCOCC2)c2nonc12 | 7% | -6% | -3%
CC1(C(=O)O)CCC(C(=O)N2CCCCC2)C1(C)C (configuration not stated) | 12% | -3% | -30%
CSc1nc2ccc(NS(=O)(=O)c3ccc(Cl)s3)cc2s1 | -20% | -15% | -18%
COc1ccc(-c2nc(C)c(CCNS(=O)(=O)c3ccc(F)cc3)s2)cc1OC | -22% | -1% | ·
Cc1ccc(CN(C(=O)c2cccs2)C2CCS(=O)(=O)C2)cc1 (configuration not stated) | -3% | 1% | -12%
CCC(=O)NCCCc1nc(-c2ccccc2)no1 | -14% | · | 0%
Cc1ccc(S(=O)(=O)NNC(=O)CCC(=O)Nc2ccc(C)cc2C)cc1 | 25% | -2% | -8%
O=C(N/N=C/c1ccc(C(=O)O)cc1)C1=NNC(c2ccccc2)(c2ccccc2)C1 | 7% | 2% | -10%
O=C(CCSc1ccc(Cl)c(Cl)c1)NC12CC3CC(CC(C3)C1)C2 | -21% | -4% | 16µM*
Nc1ccc(Nc2nc3ccccc3[nH]2)cc1 | -4% | 0% | 32%[activator]
CCN(C(=O)CSc1ncccn1)C1CCS(=O)(=O)C1 (configuration not stated) | -3% | 0% | -4%
CC1=C(C)CC(C(=O)N2CCN(Cc3ccccc3)CC2)C(C(=O)O)C1 (configuration not stated) | -8% | -4% | -7%
OC(CN1CCN(Cc2ccccc2)CC1)Cn1c2ccccc2c2ccccc21 (configuration not stated) | ? | -15% | 23µM*
CN1CCN(C(CNC(=O)c2c(F)cccc2F)c2ccc3c(c2)OCO3)CC1 (configuration not stated) | 17% | -5% | 4%
Cc1ccc(S(=O)(=O)/N=C(/Nc2ccc(F)cc2F)c2ccc(F)cc2)cc1 | -13% | 1% | 0%
O=C(CCN1C(=O)C2CC=C(Cl)CC2C1=O)NCc1ccco1 (configuration not stated) | 2% | 4% | -13%
CCOC(=O)c1sc(NC(=O)CSc2nc3ccccc3o2)c(C(=O)OCC)c1C | -11% | 21% | ?
COc1ccc(-c2cc(C(F)F)n3ncc(C(=O)N4CCc5ccccc54)c3n2)cc1 | -14% | 0% | 3.7µM*
Cc1cccc(OCC(=O)Nc2ccc(-c3nc4ccccc4o3)cc2)c1C | 12% | -3% | ?

The final four compounds of the part above open the next one:
SMILES | FEN1 inh | KAT2A inh | TDP1 cell CPT
O=C(CCN1C(=O)C2CC=C(Cl)CC2C1=O)NCc1ccco1 (configuration not stated) | 2% | 4% | -13%
CCOC(=O)c1sc(NC(=O)CSc2nc3ccccc3o2)c(C(=O)OCC)c1C | -11% | 21% | ?
COc1ccc(-c2cc(C(F)F)n3ncc(C(=O)N4CCc5ccccc54)c3n2)cc1 | -14% | 0% | 3.7µM*
Cc1cccc(OCC(=O)Nc2ccc(-c3nc4ccccc4o3)cc2)c1C | 12% | -3% | ?
c1csc(C2C3=C(Nc4ncnn42)c2ccccc2OC3)c1 (configuration not stated) | -3% | -8% | -22%
Cc1nnc(NC(=O)C2CC(=O)N(C(C)c3ccccc3)C2)s1 (configuration not stated) | 6% | -2% | -7%
COc1cccc(-n2c(SCC(=O)NCc3ccco3)nnc2-c2c[nH]c3ccccc23)c1 | -13% | -13% | -3%
COc1ccc(N2C(=O)CSC23C(=O)N2CCCc4cccc3c42)cc1 (configuration not stated) | 0% | 3% | -30%
COc1ccc(CNC(=O)C2=C(C)C(=O)OC23CCCCC3)cc1 | 0% | -18% | -2%
COc1ccc(N(C(=O)c2csnn2)C(C(=O)NC2CCCC2)c2ccccc2)cc1 (configuration not stated) | -4% | 1% | -26%
Cc1cc(NC(=O)c2cncc(Br)c2)ccc1NC(=O)c1cc2ccccc2o1 | 0% | ? | 13µM*
CCOc1ccc(C(=O)NNC(=O)c2cc(S(=O)(=O)N3CCOCC3)ccc2Cl)cc1 | -14% | -1% | 12%
CCOC(=O)c1ccccc1NC(=O)CSc1ccccc1 | -4% | -1% | -3%
CCOC(=O)C(=O)Nc1ccc(OCc2ccccc2)cc1 | 9% | 1% | -4%
Cc1ccc(C)c(N2CCN(S(=O)(=O)c3ccc4[nH]c5c(c4c3)CCCCC5)CC2)c1 | -11% | -23% | ·
O=[N+]([O-])c1ccc(N2CCN(Cc3ccc([N+](=O)[O-])o3)CC2)cc1 | -22% | 0% | ?
Cc1cnc([N+](=O)[O-])n1CCOC(=O)NC(=O)c1cccc(F)c1 | -1% | 14% | -6%
CCn1c2c(c(=O)n3ncc(C(=O)N4CCN(c5ccc(Cl)cc5)CC4)c13)CN(Cc1ccc(OC)cc1)CC2 | -10% | -7% | 2.3µM*
Cc1ccc(OCCNc2ccc(C(F)(F)F)cc2[N+](=O)[O-])cc1 | 22% | -3% | -15%
CCCCc1c(O)c2ccccc2n(CCCC)c1=O | 1% | -2% | 18%
O=C(NC1CCN(S(=O)(=O)c2ccc(Cl)cc2)CC1)C1CCCCC1 | -8% | -6% | 12%
CCCCc1nc2ccccc2c(=O)n1NC(=O)c1c(O)c2cccc3c2n(c1=O)CC3 | -10% | 1% | ?
CC1=C(C(=O)Nc2ccc(C(=O)N3CCN(c4ccccc4F)CC3)cc2)SCCO1 | -15% | ? | -2%
CCOc1ccc(CCNC(=O)COC(=O)c2cccs2)cc1OCC | -1% | -1% | -28%
CCC1(c2ccc(Cl)cc2)NC(=O)N(CC(=O)NC2(C#N)CCCCC2)C1=O (configuration not stated) | 19% | 1% | ?
CCc1ccc(N2C(=O)CSC23C(=O)N(Cc2cccc(OC)c2)c2ccccc23)cc1 (configuration not stated) | -9% | -13% | ·
CN(C)S(=O)(=O)N(CC(=O)NCCSCc1ccccc1Cl)c1ccccc1 | -18% | -3% | ?
CCOC(=O)c1cc(C#N)c(N2CCN(c3ccccn3)CC2)nc1-c1ccccc1 | 0% | -15% | ?
Cc1nn(C(=O)c2nn(C)cc2[N+](=O)[O-])c(C)c1Cl | 5% | -6% | -5%

Continued (4 carried over from the part before).
SMILES | FEN1 inh | KAT2A inh | TDP1 cell CPT
CCc1ccc(N2C(=O)CSC23C(=O)N(Cc2cccc(OC)c2)c2ccccc23)cc1 (configuration not stated) | -9% | -13% | ·
CN(C)S(=O)(=O)N(CC(=O)NCCSCc1ccccc1Cl)c1ccccc1 | -18% | -3% | ?
CCOC(=O)c1cc(C#N)c(N2CCN(c3ccccn3)CC2)nc1-c1ccccc1 | 0% | -15% | ?
Cc1nn(C(=O)c2nn(C)cc2[N+](=O)[O-])c(C)c1Cl | 5% | -6% | -5%
CCCN1C(=O)C(NC(=O)c2ccncc2)(C(F)(F)F)C2=C1CC(C)(C)CC2=O (configuration not stated) | -6% | -4% | -3%
O=c1cc2nc(-c3ccccc3)nc(SCc3cccc(Br)c3)n2[nH]1 | -33% | -7% | ?
CCOc1cc(/C=C2/C(=N)N3OC(C)=CC3=NC2=O)ccc1OC(=O)c1ccco1 | 6% | -5% | -13%
O=C(N/N=C/c1ccc(O)cc1O)C(=O)N/N=C/c1ccc(O)cc1O | -19% | 1% | ?
CN(C)N1C(N)=C(C#N)C(c2ccsc2)C2=C1CC(C)(C)CC2=O (configuration not stated) | -10% | 3% | -1%
Cc1ccc2c(c1)c1c3n2CCN(CCC(=O)O)C3CCC1 (configuration not stated) | 3% | 2% | -2%
COc1ccc(-c2nnnn2-c2ccc(F)cc2F)cc1 | -15% | 0% | 14%
CCS(=O)(=O)N1CCCC(C(=O)NCCN(C)Cc2ccccc2)C1 (configuration not stated) | 7% | -9% | -12%
CCN(C(=O)CCS(=O)(=O)c1cc2c(cc1Cl)NC(=O)CO2)c1ccccc1 | -4% | 4% | -16%
COc1ccc(-c2nnn(CC(=O)N(Cc3ccco3)C(C(=O)NCC3CCCO3)c3ccco3)n2)cc1 (configuration not stated) | -6% | -4% | ?
COc1ccc(/C=C/c2ccc3ccccc3[n+]2C)c(OC)c1OC | -27% | · | 1.4µM*
O=C(CSc1nc(=O)n(CCCN2CCOCC2)c2c1CCCC2)Nc1ccc(Cl)cc1 | -10% | 0% | -22%
COc1ccc(C2/C(=C(\O)c3ccc4c(c3)CC(C)O4)C(=O)C(=O)N2Cc2cccnc2)c(OC)c1 (configuration not stated) | ? | -3% | -3%
O=C(COC(=O)c1c(Cl)cccc1Cl)NCC1CCCO1 (configuration not stated) | -12% | · | 7%
COc1cc(S(=O)(=O)NCCc2c(C)[nH]c3ccccc23)c(C)cc1C | -9% | -3% | 18µM*

An excerpt (hit frequency here may not be typical).
